# PP5 primary: PP5 (human) phosphatase inhibition; 320,000 compounds, 0.18% hits; inhibition, % at 6.7 µM; purified PP5c, OMFP substrate fluorescence; P53041;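 active = inhibition above the campaign's mean inhibition across all tested compounds plus 3 SD, cut at about 9.5% in these data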;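 note: 0% = DMSO only and 100% = 100 µM cantharidin control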
# core dimer inh: HCV core protein dimerization inhibition. 300,000 compounds, 0.33% hits. TR-FRET GST/Flag-core106 dimerization, 1536-well. inhibition, % at 5 µM;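 active = inhibition above the mean of all tested compounds plus 3 SD, set per screening campaign, cut at about 45% in these data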
#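 Test system: GST/Flag-tagged HCV core106 proteins; Medium: KF-containing HEPES buffer, pH 7.45, DTT, CHAPS, BSA; Times: compound-protein-antibody incubation 4 h at 22.5 °C; Detection: TR-FRET 671 and 617 nm emission; Benchmarks: wells lacking GST-core106 and wells with excess unlabelled core106.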
# Efflux pump inh: inhibitors of Candida antifungal efflux pumps expressed in yeast; inhibition, % at 10 µM; 330,000 compounds, 0.44% hits; AID 485275; S. cerevisiae Candida pump triplex, Nile Red efflux;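 active = plate passing quality check with inhibition over a set limit, or well fluorescence over plate mean plus 4 SD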;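 note: Nile Red retained in pooled yeast measured as flow cytometry median fluorescence; 0% = buffer negative control and 100% = Enniatin B positive control; higher means more Nile Red kept so more efflux inhibition; some compounds called inactive have numbers as strong as hits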
# procasp7 counter: counter-screen: procaspase-7 (human) activation; P55210; recombinant procaspase-7, Ac-DEVD-pNA absorbance 405 nm; D23A/D198A/D206A triple mutant, cannot self-cleave; scale: DMSO 0, 5 µM enzyme 100; activation, % at 8.5 µM; 330,000 compounds, 0.093% hits; AID 463210;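 active = percent activation above the screen-wide mean plus 3 SD, cut at about 25% in these data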
# Target sequence (P55210 whole entry D23A/D198A/D206A): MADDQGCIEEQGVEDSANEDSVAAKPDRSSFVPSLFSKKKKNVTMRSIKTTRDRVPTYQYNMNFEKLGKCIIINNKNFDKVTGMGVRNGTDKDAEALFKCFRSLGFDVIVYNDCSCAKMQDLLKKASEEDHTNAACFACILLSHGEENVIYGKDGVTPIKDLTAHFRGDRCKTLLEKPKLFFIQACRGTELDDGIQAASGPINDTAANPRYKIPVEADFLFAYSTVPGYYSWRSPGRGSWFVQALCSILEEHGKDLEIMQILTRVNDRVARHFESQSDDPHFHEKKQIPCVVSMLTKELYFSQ
#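 Assay system: Uncleavable procaspase-7 mutant enzyme | Input: 2 µM procaspase-7 mutant as dispensed | Timing: 1 h compound preincubation, 2 h substrate cleavage, 25 °C | Repeats: One well per compound | Control set: DMSO wells as 0%, DMSO with 5 µM added PC-7 as 100% | Technique: Epi-absorbance of released pNA at 405 nm, two timepoints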
# proCasp3 act: procaspase-3 (human) activation; P42574; recombinant procaspase-3 D3A, Ac-DEVD-pNA absorbance 405 nm; activation, % at 8.5 µM; 330,000 compounds, 0.11% hits; AID 463141;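 active = activation above the mean of all tested compounds plus 3 SD, cut at about 21% in these data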;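 note: 0% = DMSO alone and 100% = DMSO wells spiked with extra 5 µM PC-3 D3A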
# Target sequence (P42574 whole entry D9A/D28A/D175A): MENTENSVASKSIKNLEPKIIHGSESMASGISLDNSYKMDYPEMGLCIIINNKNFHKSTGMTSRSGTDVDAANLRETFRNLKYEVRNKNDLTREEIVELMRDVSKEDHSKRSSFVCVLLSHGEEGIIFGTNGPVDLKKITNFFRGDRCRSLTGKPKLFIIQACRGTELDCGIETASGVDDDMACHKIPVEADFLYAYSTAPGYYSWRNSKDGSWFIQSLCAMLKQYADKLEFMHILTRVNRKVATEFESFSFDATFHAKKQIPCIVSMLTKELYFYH
#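 Assay system – Procaspase-3 D3A mutant, all three cleavage aspartates alanine · Controls – DMSO-only low control, 5 µM PC-3 D3A high control · Schedule – 1 h compound preincubation, 2 h substrate hydrolysis at 25 °C · Signal – 405 nm absorbance of p-nitroaniline, reads at 0 and 120 min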
# PP1 inh: counter-screen for PP5 inhibitors: inhibitors of human PP1-alpha | P62136 | purified PP1alpha, OMFP fluorescence | inhibition, % at 6.7 µM | 320,000 compounds, 0.9% hits;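 active = inhibition above the mean inhibition of all tested compounds plus 3 SD, computed separately for each screening campaign, cut at about 15% in these data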
# TPT1 inh: blocks Candida albicans tRNA 2'-phosphotransferase; recombinant caTPT1, FP RNA substrate dephosphorylation; inhibition, % at 5 µM; 300,000 compounds, 0.81% hits; AID 1962;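 active = inhibition above the mean of all tested compounds plus 3 SD, set per screening campaign, cut at about 24% in these data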;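 note: plate controls were DMSO alone for no effect and ferristatin control at 100 nM for full effect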
# JMJD2C inh: blocks human GASC-1 demethylase activity. Q9H3R0. AID 2099. inhibition, % at 2.35 µM. GST-JMJD2C(1-420) H3K9me3 demethylation, DELFIA europium. 330,000 compounds, 0.069% hits;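 active = more than half of a compound's replicate wells show inhibition beyond 50%, single wells judged on their own value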;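 note: signal counts dimethyl H3K9 product captured on neutravidin plate; 0% = median of DMSO wells and 100% = 0.3 times that DMSO median; strong numbers were not always called active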
# Target sequence (Q9H3R0 1-420 limits assumed): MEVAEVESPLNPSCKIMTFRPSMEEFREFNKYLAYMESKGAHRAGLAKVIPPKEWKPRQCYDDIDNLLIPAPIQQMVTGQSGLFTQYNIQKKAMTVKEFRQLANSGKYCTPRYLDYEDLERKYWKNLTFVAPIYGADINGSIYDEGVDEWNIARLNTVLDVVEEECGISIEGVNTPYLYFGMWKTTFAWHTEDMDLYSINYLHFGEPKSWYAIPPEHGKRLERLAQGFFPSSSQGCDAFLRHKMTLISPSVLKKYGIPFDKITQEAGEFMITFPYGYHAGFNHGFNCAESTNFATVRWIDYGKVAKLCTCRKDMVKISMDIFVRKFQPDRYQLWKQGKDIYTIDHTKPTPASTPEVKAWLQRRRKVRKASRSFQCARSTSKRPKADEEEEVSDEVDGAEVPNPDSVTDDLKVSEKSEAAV
# Fh CTSL1 inh: cathepsin L1 inhibition, PFM18AAP counter-screen; recombinant F. hepatica cathepsin L1, Z-Leu-Arg-MCA fluorescence; inhibition, % at 5.96 µM; 300,000 compounds, 0.49% hits; AID 1906;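 active = inhibition above the mean of all tested compounds plus 3 SD, set per screening campaign, cut at about 17% in these data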;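 note: 0% = plate median of test compound wells and 100% = 1 µM Z-Phe-Ala-diazomethylketone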
# An asterisk follows results filed as active; i = inactive; · = no result given; & = joins results of further samples.
SMILES,PP5 primary,core dimer inh,Efflux pump inh,procasp7 counter,proCasp3 act,PP1 inh,TPT1 inh,JMJD2C inh,Fh CTSL1 inh
COCCn1c(=NC(=O)c2ccco2)sc2cc(C(=O)OC)ccc21,-2.5,8,0.0,-5,-2,-1,-2,4,0
COc1ccc(-c2cc(=O)oc3cc(OC(C)C(=O)NC4CC4)ccc23)cc1 (stereo not given),1.9,-1,-0.1,3,-3,-1,0,1,-1
C/C(=C\C(=O)c1ccc(C)o1)Nc1ccc2c(c1)OCO2,2.8,4,0.1,-34,-27,-4,4,15,-3
CC(C)c1ccc(NC(=O)COC(=O)[C@H](CCC(N)=O)NC(=O)c2ccc(F)cc2)cc1,3.6,-10,-0.1,-3,3,0,0,-8,-7
COc1ccc(C(=O)N/N=c2\oc3ccccc3cc2C(=O)NCc2ccccc2)cc1,-1.9,11,-0.1,5,-3,-2,33*,-2,-1
CCCn1cc(S(=O)(=O)CC(=O)Nc2ccc(OCC)cc2)c2ccccc21,0.6,-4,-0.2,-2,-2,1,-4,6,-3
Cc1noc(C)c1C(=O)Nc1nnc(CC(C)C)s1,-0.7,-34,-0.1,8,6,-5,-1,-1,-4
COCCN(C(=O)CNC(=O)c1ccco1)C(C(=O)NC1CCCCC1)c1cccnc1 (stereo not given),0.8,-2,0.1,5,6,1,-3,-2,-1
C[C@H](CO)N1C[C@H](C)[C@@H](CN(C)S(C)(=O)=O)Oc2ccc(NC(=O)CCC(F)(F)F)cc2C1=O,·,·,0.2,6,3,·,·,-10,·
CC(C(=O)Nc1nnc(C2CC2)s1)N1C(=O)C2CC=CCC2C1=O (stereo not given),-0.7,·,0.1,-6,5,-3,·,4,·
CCOC(=O)c1ccc(S(=O)(=O)NCC(C)(C)N2CCOCC2)cc1,-1.7,0,0.5,-5,4,-1,-2,4,-4
CC(=O)Nc1cccc(Oc2ncnc3scc(-c4ccc(C)cc4)c23)c1,4.7,-9,0.4,-4,0,-5,2,-3,-3
CN(C)c1ccc(/C=N/n2cnn(Cc3ccccc3Cl)c2=S)cc1,1.9,4,0.2,-4,-6,-2,-1,12,4
CC(C)(C)C1CCC(=NNC(=O)c2ccc(Br)o2)CC1 (stereo not given),1.3,-10,0.2,-12,1,1,-2,-1,-4
CCS/C(N)=N/N=C/c1cc(C)ccc1O,6.2,0,0.0,4,-2,-3,-8,1,3
CCN(CC)CCNC(=O)C1c2cc(OC)c(OC)cc2C(=O)N2CCc3ccccc3C12 (stereo not given),-0.5,-4,0.5,4,7,-18,1,·,-8
COc1ccc(CN2C(=O)c3ccccc3C(/C=N\OCc3ccc(F)cc3)C2=O)cc1 (stereo not given),3.4,43,0.1,6,-3,11,17,2,2
O=C(N/N=C/c1cccc(O)c1)c1ccc(COc2ccc3c(c2)CCC3)o1,5.9,10,-0.1,-15,-2,0,-7,2,-2
O=C(CCn1c(=O)[nH]c2ccccc2c1=O)N1CCN(c2ccc(Cl)cc2)CC1,2.2,3,0.3,7,3,-2,1,-15,-2
O=C(CN1CCN(c2ccccc2)CC1)Nc1cccc(C(F)(F)F)c1,2.6,1,0.0,1,-2,0,-4,1,-3
COc1ccccc1-n1c(CNC(=O)c2cccs2)n[nH]c1=S,-1.2,2,0.0,6,3,1,1,-11,1
Cc1ccc(NC(=O)CN2C(=O)N/C(=C\c3ccco3)C2=O)cc1,·,·,-0.4,-3,3,·,·,-8,·
CCOc1cc(CN2CCCC(N3CCN(c4ccc(F)cc4)CC3)C2)ccc1OC (stereo not given),0.2,-5,0.1,-4,2,-2,2,-11,-4
CCOc1ccc(CCNC(=O)Nc2ccccc2C)cc1OCC,3.3,-16,-0.1,12,0,-2,-1,0,0

# Arranged by value in core dimer inh (falling): some entries from above.
SMILES	core dimer inh
CN(C)c1ccc(/C=N/n2cnn(Cc3ccccc3Cl)c2=S)cc1	4
O=C(CCn1c(=O)[nH]c2ccccc2c1=O)N1CCN(c2ccc(Cl)cc2)CC1	3
CCS/C(N)=N/N=C/c1cc(C)ccc1O	0
CCN(CC)CCNC(=O)C1c2cc(OC)c(OC)cc2C(=O)N2CCc3ccccc3C12 (stereo not given)	-4
CCOc1ccc(CCNC(=O)Nc2ccccc2C)cc1OCC	-16

# More structures.
SMILES,PP5 primary,core dimer inh,Efflux pump inh,procasp7 counter,proCasp3 act,PP1 inh,TPT1 inh,JMJD2C inh,Fh CTSL1 inh
NS(=O)(=O)c1cccc(NC(=O)COC(=O)CCC2CCCC2)c1,·,·,-0.3,5,6,·,·,-1,·
Cc1onc(-c2ccccc2Cl)c1C(=O)Nc1ccc2c(c1)OCO2,1.9,-3,0.1,0,6,-2,2,-5,-1
CCO[C@H]1OC(C(=O)N2CCN(C)CC2)=C[C@@H](c2ccc3c(c2)OCO3)[C@@H]1CCCO,3.3,1,0.0,7,4,2,1,4,-3
COc1cccc(CN2CCN(Cc3cccc(Oc4ccccc4)c3)CC2)c1OC,2.3,-3,0.0,-4,-3,3,-4,-1,-1
O=S(=O)(N1CCOCC1)N1CCOCC1,3.2,1,0.4,2,-1,0,1,2,2
COc1ccccc1NC(=O)c1oc2ccccc2c1NC(=O)c1ccco1,1.9,1,0.1,-3,2,-4,-2,-4,2
CCCCc1ccc(NC(=O)CSC2=C(C#N)C(c3ccco3)C3=C(CCCC3=O)N2)cc1 (stereo not given),4.5,45,0.1,-3,2,15,-4,11&14,3
COc1ccccc1NC(=O)C1CC(O)CN1C(=O)Oc1ccccc1 (stereo not given),2.9,-19,0.1,-4,9,0,-6,5,-1
CCOC(=O)c1c(NC(=O)CSc2nccc(=O)[nH]2)sc(C)c1C,0.7,9,0.0,0,7,7,4,-7,1
CC(C)(C)NC(=O)c1cc(C(C)(C)C)c(O)c(C(C)(C)C)c1,0.9,8,0.0,13,-12,-2,0,4,0
COCc1c(C#N)c(NCc2cc(OC)c(OC)c(OC)c2)nc(C)c1[N+](=O)[O-],0.3,-6,-0.1,-5,1,-1,-13,12,0
CC/C(=N/Nc1ccccc1C)c1cnnc(SC)n1,4.4,0,-0.5,-5,-9,0,-1,6,1

# 2 compounds from above, reduced to Efflux pump inh and proCasp3 act.
Compound	Efflux pump inh	proCasp3 act
CCO[C@H]1OC(C(=O)N2CCN(C)CC2)=C[C@@H](c2ccc3c(c2)OCO3)[C@@H]1CCCO	0.0	4
COc1cccc(CN2CCN(Cc3cccc(Oc4ccccc4)c3)CC2)c1OC	0.0	-3

# Next section.
SMILES,PP5 primary,core dimer inh,Efflux pump inh,procasp7 counter,proCasp3 act,PP1 inh,TPT1 inh,JMJD2C inh,Fh CTSL1 inh
COC(=O)CC1SC(=O)NC1=Nc1ccc(O)cc1 (stereo not given),0.3,-6,0.0,8,-2,-4,-5,4,-3
COc1cc(CCC(=O)OCC(N)=O)cc(OC)c1OC,0.4,-5,-0.2,2,2,-5,0,6,1
N#CC1=C(c2ccc(-c3ccccc3)cc2)COC1=O,0.2,52*,-0.1,3,1,5,17,2,2
CCN(CCNC(=O)C1CCCN(c2ncnc3c2nc2n3CCCCC2)C1)Cc1ccccc1 (stereo not given),0.5,-8,-0.2,5,11,-4,-2,-20,8
CCCn1c(O)c(N=N)c2ccccc21,1.3,1,-0.1,-3,-6,-2,-2,15,-2
CC(=O)NC(c1ccc2ccccc2c1)c1ccc2cccnc2c1O (stereo not given),0.2,-4,0.0,1,-7,14,-1,5,0
CC(C)(CO)NCc1c(OCc2ccc(Cl)cc2)ccc2ccccc12,1.1,-16,0.4,0,1,14,0,11,-4
CC(C)(C)c1ccc(C(=O)N2CCN(CCNC(=O)C(=O)NCc3ccc(Cl)cc3)CC2)cc1,3.1,7,0.2,4,3,4,-3,0,1
COc1cc(C2C(C#N)=C(N)OC3=C2C(=O)CCC3)ccc1OC(=O)N1CCOCC1 (stereo not given),1.9,-2,-0.3,6,0,0,-2,-5&3,-2
COc1cccc(C2/C(=C(/O)c3ccc4c(c3)CC(C)O4)C(=O)C(=O)N2c2nnc(C)s2)c1 (stereo not given),-0.2,4,0.0,-16,-5,4,-2,-27,2
COCCN(C(=S)Nc1cc(C)ccc1C)C(C)c1cccnc1 (stereo not given),-1.6,-5,0.0,0,4,-5,0,9,-2
CC(Sc1ccc(Cl)cc1)C(=O)NNC(=O)c1csc(N2CCOCC2)n1 (stereo not given),0.5,2,0.1,-2,-2,-5,5,-17,-5
O=C(Nc1nnc(C2COc3ccccc3O2)o1)c1ccc(F)cc1 (stereo not given),4.5,0,-0.1,-9,-6,13,4,-8,-2
COc1ccc(C(=O)NC(=S)NNC(=O)c2ccc(O)cc2)cc1[N+](=O)[O-],3.3,-14,-0.1,-4,-9,7,-3,3,-2
COCCC(=O)NC12CC3CC(CC(C3)C1)C2,0.4,-1,-0.1,-2,-2,3,15,34,-1
CCCN(CC(=O)Nc1ccccc1C)C(=O)c1cc(=O)[nH]c2ccccc12,-0.2,-2,-0.1,2,1,0,-4,8,0
Cc1cc(N2CCN(Cc3nc(-c4ccc(Cl)cc4)oc3C)CC2)cc(C)n1,2.8,-3,0.5,5,8,1,2,-2,3
CC(C)=C1C(=O)NN(c2ccc(F)c(Cl)c2)C1=O,1.0,7,0.5,-12,-7,2,17,-16,-5
Cc1c(Cl)cccc1NC(=O)CNC(=O)C1CCN(C(=O)Nc2ccccc2)CC1,-0.8,·,0.0,6,4,3,·,23,·
COC(=O)CCCC1=CC2=C(c3ccccc3)C(=O)C(C)(OC(=O)C3CCCC3)C(=O)C2=CN1CC(C)C (stereo not given),0.1,-15,0.0,3,5,-1,-2,-3,15
Cc1ccc(NC(=O)c2ccc(F)cc2F)cc1NS(C)(=O)=O,0.0,1,0.1,10,-5,-9,0,0,-4
Cc1cc(C(=O)c2ccc(Cl)cc2)c(NC(=O)CCl)s1,2.6,8,-0.2,-5,-4,2,0,-5,11
O=C(CN1C(=O)COc2ccc(S(=O)(=O)N3CCCC3)cc21)NC1CCCCCCC1,1.3,-3,0.1,14,-2,2,-2,8,-2
O=C1OC(NC(=O)c2ccccc2)C(N2CCOCC2)=C1Cl (stereo not given),1.1,1,0.1,-6,-4,-2,2,8,5
O=C(NC1CCC(=O)N(CCOc2ccccc2)CC1)OCc1ccccc1 (stereo not given),-0.7,-2,0.1,0,-7,-4,3,3,-1
CCN(CC)c1ccc(C(=O)N/N=C/c2ccc(OC)cc2OC)cc1,1.0,5,-0.1,-1,-4,-1,-3,i,7
CC(=O)c1c(C)[nH]c(C(=O)NCCN2CCC(C)CC2)c1C,1.2,-3,0.3,-7,6,-3,1,i,1
Cc1c(C(=O)Nc2ccc(Cl)cc2)c2ccccn2c1C(=O)c1ccccc1,-1.0,27,-0.1,7,7,2,1,2,2
Cc1ccc(S(=O)(=O)N(C)C)cc1NC(=O)COc1cccc(-n2cnnn2)c1,0.5,·,-0.3,8,7,-2,·,·,·

# Bioassay records from PubChem BioAssay.
